# E-selectin induc – E-selectin induction on HUVECs. hit rate 0.37% among 260,000. AID 686992. HUVEC E-selectin immunofluorescence imaging; normalized: neutral wells 0, TNF-alpha wells 100. P16581. activation, % at 7.58 µM;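 active = mean E-selectin-positive cell signal at least 10% of the positive control, reached in at least 60% of replicates, without over 20% cell loss; inconclusive = no rule given, readout overlaps actives, possibly toxicity-flagged; inactive = the rest, including those meeting only one limit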;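 also: in these data hits start at about 27%; measured in HUVEC primary endothelial cells; signal is the percent of cells scored E-selectin positive by PE staining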
#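 material = human umbilical vein endothelial cells (HUVEC), E-selectin induction | quantity = 3,000 cells/well | medium = EGM-2 growth medium on 0.1% gelatin-coated wells | technique = immunofluorescence imaging | read-out basis = % PE-positive cells | control set = TNF-alpha positive control, DMSO neutral control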
# S100A4 inh HTS – blocks human S100A4 binding to myosin IIA peptide. P26447. S100A4/TAMRA-MyoIIA peptide fluorescence polarization. inhibition, % at 10.7 µM. hit rate 0.14% among 360,000;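 active = mean inhibition of at least 70% across replicates, with every replicate also reaching that level; inconclusive = mean inhibition reaches 70% but some replicates fall short; inactive = mean inhibition below 70%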
# Target sequence (P26447 whole entry, looked up): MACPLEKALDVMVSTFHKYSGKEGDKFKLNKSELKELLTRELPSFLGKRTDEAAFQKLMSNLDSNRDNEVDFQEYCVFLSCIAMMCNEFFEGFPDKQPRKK
#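 Material: S100A4 monomer protein | Medium: HEPES pH 7.2 with CaCl2, KCl, NaCl, DTT, Triton | Reagent: Labelled myosin peptide probe, 5 nM | Doses: One dose per compound | Times: 5 min incubation before reading | Benchmarks: Neutral control DMSO, positive control TFP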
# RAD54 branch – inhibitors of human RAD54 branch migration | Q92698 | RAD54 Holliday junction branch migration, FAM/BHQ fluorescence | inhibition, % at 10.4 µM | hit rate 0.14% among 360,000 | AID 602329;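 active = mean normalized replicate activity at least 40 and at least half of replicates scoring 40 or more; inconclusive = only one of the two criteria met; inactive = mean below 40 and under half of replicates reaching 40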;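 also: 0% = median of neutral control wells and 100% = median of positive control wells; inhibitors cause a drop in the FAM fluorescence signal; in these data hits start at about 50%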
# Xi reactivation – reactivates the inactive X chromosome in mouse fibroblasts; XiGFP mouse fibroblasts, % GFP-positive cells imaging, 3 d; cells co-treated with 5-aza-dC sensitizer; scaled so ellipticine positive control = 100%; activation, % at 7.58 µM; hit rate 0.055% among 360,000;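 active = mean normalized replicate activation at least 10% and every replicate at or above 10%; inconclusive = only one of the two criteria met; inactive = mean below 10% and not all replicates reach 10%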;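 also: 0% = median of on-plate neutral control wells and 100% = ellipticine 6 µM median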
#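 Material: XiGFP fibroblasts, SV40-immortalized; Buffer or medium: DMEM containing 5-aza-dC; Compound dosing: single point; Times: 3 days compound exposure.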
# FN deposition inh – fibronectin deposition inhibition; AH1F fibroblasts, Alexa488-fibronectin deposition fluorescence, overnight; inhibition, % at 12.6 µM; hit rate 0.086% among 350,000; AID 743247;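 active = mean inhibition across replicates of 30% or more, regardless of how many single replicates reach that level; inconclusive = mean under 30% yet at least half of replicates reach 30%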;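 also: positive control wells lacked labelled fibronectin entirely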
#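 Assay system: AH1F fibroblast monolayer, labelled fibronectin deposition. Amount: 10000 cells per well. Also added: labelled fibronectin 24 nM. Compound: single-point pinned compound. Incubation: cell attachment 1 h, compound and FN exposure overnight. Detection: fluorescence after three HBSS washes, excitation 485 nm, emission 525 nm. Read-out: inhibition of fibronectin deposition signal.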
# esBAF inh – inhibitors of esBAF chromatin remodeling in mouse ES cells | Bmi1-luciferase knock-in reporter, 24 h; 100% = twice the neutral-well signal | AID 602393 | reporter increase, % at 12.5 µM | hit rate 2% among 350,000; in the data active = activation above about 40%; inconclusive = no clear call, values can overlap the other calls;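 also: 0% = median of the plate's neutral control wells and 100% = double that signal; a rise in the Bmi1 reporter signal indicates esBAF inhibition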
# RAD52 anneal inh – inhibitors of human RAD52 DNA annealing | recombinant RAD52 DNA annealing, FRET fluorescence | inhibition, % at 18.7 µM | hit rate 0.46% among 360,000 | AID 651710;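 active = every replicate showing at least 50% inhibition; inconclusive = mean inhibition at least 50% but not in every replicate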
# Target sequence (P43351 whole entry, looked up): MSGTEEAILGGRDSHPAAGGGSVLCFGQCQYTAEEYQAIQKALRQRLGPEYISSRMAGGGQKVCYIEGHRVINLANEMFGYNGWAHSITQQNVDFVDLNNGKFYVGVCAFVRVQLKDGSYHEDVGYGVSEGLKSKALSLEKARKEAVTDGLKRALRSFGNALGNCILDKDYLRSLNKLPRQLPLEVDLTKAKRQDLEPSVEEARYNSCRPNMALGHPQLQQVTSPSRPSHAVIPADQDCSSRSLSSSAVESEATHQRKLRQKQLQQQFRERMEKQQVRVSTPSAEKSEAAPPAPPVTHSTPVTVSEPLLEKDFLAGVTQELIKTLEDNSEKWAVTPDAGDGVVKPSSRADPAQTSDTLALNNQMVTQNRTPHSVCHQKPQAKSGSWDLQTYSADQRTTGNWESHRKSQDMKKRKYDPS
# EWS-Fli block – blocks EWS/Fli oncoprotein-driven transcription. A673 NR0B1-luciferase reporter, viability-normalised. inhibition, % at 12.6 µM. hit rate 0.67% among 350,000. AID 651661;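 active = mean inhibition of at least 50% after viability correction, with every replicate also passing that limit; inconclusive = mean reaches 50% but only one of two replicates passes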;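 also: firefly luciferase signal divided by Alamar Blue viability fluorescence both relative to DMSO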
# * = called active by the depositor; ? = inconclusive; nt = not tested or not shown.
SMILES,E-selectin induc,S100A4 inh HTS,RAD54 branch,Xi reactivation,FN deposition inh,esBAF inh,RAD52 anneal inh,EWS-Fli block
CC(=O)N(C)C[C@@H]1Oc2cc(-c3cncnc3)ccc2S(=O)(=O)N([C@@H](C)CO)C[C@@H]1C,-0.3,19,2,-1.0,5,-1,-3,-9
COc1cccc(C(=O)Oc2cc3c4c(c2)C(C)=CC(C)(C)N4C(=O)C3=O)c1,nt,13,10,nt,nt,-11,4,10
Cc1ccc(CN2CC(C(=O)NC3CCCC(C)C3C)CC2=O)cc1 (configuration not stated),-1.1,1,11,0.0,-9,0,-20,-1
CCO[C@H]1OC(C(=O)NCc2nc3ccccc3[nH]2)=C[C@@H](C)[C@@H]1CCCO,-0.1,-1,2,0.0,-12,0,-15,0
C[C@@H]1CCCCO[C@@H](CN(C)C(=O)Nc2ccc(F)cc2)[C@H](C)CN([C@@H](C)CO)C(=O)c2cc(NC(=O)Nc3ccccc3)ccc2O1,-0.2,9,14,0.7,4,10,21,-8
CCCCCCC1(C)NC(=S)N(c2ccccc2)N1 (configuration not stated),nt,1,nt,0.8,-5,nt,-15,-3
C[C@@H]1CN([C@@H](C)CO)C(=O)Cc2cc(NC(=O)NC3CCCCC3)ccc2O[C@@H]1CN(C)Cc1ccc(Cl)c(Cl)c1,-4.1,-3,-4,-0.1,nt,1,-9,2
O=C(NC1CCCc2ccccc21)c1cc(S(=O)(=O)N2CCOCC2)ccc1F (configuration not stated),1.7,-1,-4,0.1,-2,-8,-13,-10
Cc1ccc(-c2cnc3cccnn23)cc1F,0.2,1,3,0.0,5,34,-1,-57
COc1ccc(NC(=O)N(C)C[C@@H]2OCCCC[C@@H](C)Oc3ccc(NS(=O)(=O)c4c(C)noc4C)cc3C(=O)N([C@@H](C)CO)C[C@H]2C)cc1,-0.2,nt,6,0.1,nt,3,nt,9
O=C(Nc1nc2ccccc2[nH]1)c1cccs1,0.0,0,1,0.0,0,-6,-3,-51
CCN(Cc1ccccc1)C(=O)CSc1nc(C)cc(=O)[nH]1,nt,2,7,0.0,-3,-10,-19,2
CC(C)(C#CC(O)(c1ccccc1)c1ccccc1)N1CCCCC1,nt,5,6,0.0,9,0,-3,20
CCCN(CC(=O)Nc1cc(Cl)ccc1Cl)C(=O)c1ccccc1SCC(=O)N1CCCC1,0.8,1,nt,0.9,-6,nt,9,1
O=C(COC(=O)c1ccc(O)cc1O)NC1CCS(=O)(=O)C1 (configuration not stated),nt,0,-7,2.0,-3,4,-6,18
O=C(NCc1n[nH]c(=O)c2ccccc12)C1CC(=O)N(c2ccccc2)C1 (configuration not stated),0.9,-1,-13,0.1,1,1,-27,4
COCCN(C(=O)COC(=O)CSc1ccc(Cl)cc1)c1c(N)n(Cc2ccccc2)c(=O)[nH]c1=O,nt,-2,nt,0.1,-7,nt,-11,-5
OC[C@@H]1[C@H](c2ccc(C3=CCCC3)cc2)[C@H]2CN(Cc3cncnc3)CCCCN12,-0.1,4,2,0.0,nt,nt,-3,9
CC(=O)c1ccc(N2CCN(C(=O)C3CCN(S(=O)(=O)c4cccs4)CC3)CC2)cc1,0.1,6,-3,0.0,11,nt,0,11
CCOC(=O)c1c(C)[nH]c(C)c1S(=O)(=O)N(C)CC(=O)N1CCN(c2ccc(OC)cc2)CC1,nt,-2,-2,0.0,10,-4,-11,nt
O=C(Cc1c[nH]c2ccccc12)N1CCN(S(=O)(=O)c2ccc(Cl)cc2)CC1,-1.1,-2,13,0.0,1,-3,3,18
Cc1cccc(C2=NNC(=O)C(c3ccc(Cl)cc3)C2)c1 (configuration not stated),nt,1,nt,-0.1,-5,nt,-18,3
O=C(NCCCn1ccnc1)c1ccc(Cl)cc1[N+](=O)[O-],nt,-6,nt,0.2,1,nt,-3,-3
COc1ccc(CC(=O)Nc2nnc(-c3cccc([N+](=O)[O-])c3)s2)cc1,nt,-1,5,0.1,-8,7,-20,-1
Cc1ccc(/C=C/C(=O)NCc2ccncc2)cc1,-0.4,nt,1,0.1,-3,nt,nt,-9
CCCNC(=O)C[C@@H]1CC[C@@H]2[C@H](COC[C@@H](O)CN2C(=O)C2CCOCC2)O1,0.1,-60,-8,0.0,3,0,-106,-6
Nc1nc(SCC(=O)Nc2ccc(S(N)(=O)=O)cc2)n[nH]1,-1.6,-15,4,0.3,-3,-7,-18,10
CCCN1[C@@H]2c3ccc(-c4ccccc4F)c(=O)n3C[C@H]1[C@H](CO)[C@H]2C(=O)NCCOC,0.0,9,6,0.0,nt,-2,1,0
CCCn1cnc2scc(-c3ccc(C)c(C)c3)c2c1=O,nt,-13,-5,0.1,1,-3,-5,-9
Cc1noc(C)c1S(=O)(=O)N(C)C[C@H]1OCCCC[C@H](C)Oc2ccc(NC(=O)NC(C)C)cc2C(=O)N([C@@H](C)CO)C[C@@H]1C,nt,13,-3,0.3,0,2,-4,-7

# Brought forward from above: 4 compounds, followed by the next part.
SMILES,E-selectin induc,S100A4 inh HTS,RAD54 branch,Xi reactivation,FN deposition inh,esBAF inh,RAD52 anneal inh,EWS-Fli block
Nc1nc(SCC(=O)Nc2ccc(S(N)(=O)=O)cc2)n[nH]1,-1.6,-15,4,0.3,-3,-7,-18,10
CCCN1[C@@H]2c3ccc(-c4ccccc4F)c(=O)n3C[C@H]1[C@H](CO)[C@H]2C(=O)NCCOC,0.0,9,6,0.0,nt,-2,1,0
CCCn1cnc2scc(-c3ccc(C)c(C)c3)c2c1=O,nt,-13,-5,0.1,1,-3,-5,-9
Cc1noc(C)c1S(=O)(=O)N(C)C[C@H]1OCCCC[C@H](C)Oc2ccc(NC(=O)NC(C)C)cc2C(=O)N([C@@H](C)CO)C[C@@H]1C,nt,13,-3,0.3,0,2,-4,-7
CCc1nnc(SCC(=O)Nc2ccccc2)n1CC1CCCO1 (configuration not stated),0.1,-3,3,1.1,2,-4,-13,nt
CCc1cccc(C)c1NC(=S)NCC(c1cccnc1)N(C)C (configuration not stated),0.2,2,nt,0.2,-9,nt,-6,6
C[C@H](CO)N1C[C@H](C)[C@H](CN(C)Cc2ccc(Oc3ccccc3)cc2)Oc2ccc(NC(=O)Nc3ccccc3)cc2CC1=O,1.7,-5,5,0.0,nt,-2,0,-4
C/C(=N\NC(=O)c1nnn(-c2nonc2N)c1CSc1ccccc1)c1cccnc1,-0.1,0,7,-0.1,-5,2,-11,nt
CN(C)C(=O)c1ccc(-c2ccc([C@H]3[C@H](C#N)N(S(C)(=O)=O)[C@H]3CO)cc2)cc1,0.1,-6,0,0.1,4,4,-2,-1
COCC(=O)Nc1ccc2c(c1)C(=O)N(C)[C@H]1CC[C@@H](CC(=O)NC3Cc4ccccc4C3)O[C@@H]1CO2,-0.3,-3,-10,0.0,2,-1,-3,2
Cc1ccc(NC(=O)Nc2ccc3c(c2)C(=O)N(C)[C@H]2CC[C@H](CC(=O)O)O[C@@H]2CO3)cc1,0.0,2,-1,0.3,4,4,2,-1
C[C@H](CO)N1C[C@H](C)[C@@H](CN(C)CC2CCCCC2)OCc2cn(nn2)CCCC1=O,0.1,-6,-8,1.1,-16,-2,7,-3
Cc1ccc(CCN2CC(C(=O)N3CCN(c4ccc(F)cc4)CC3)CC2=O)cc1 (configuration not stated),nt,3,5,nt,nt,2,-5,10
COc1ccc(OC)c(C2CC(=O)c3c([nH]c(C(=O)OC(C)C)c3C)C2)c1 (configuration not stated),0.1,1,-1,0.2,15,-23,-5,44
O=C(C[C@@H]1C[C@@H]2c3cc(NC(=O)NC4CCCC4)ccc3O[C@@H]2[C@@H](CO)O1)NCc1ccc(Cl)cc1,-0.3,-1,2,0.0,-13,-1,0,3
Cc1cc(C)nc(N(C#N)Cc2ccccc2C)n1,0.2,1,-12,0.1,-3,nt,-9,-14
COc1ccc(NC(=O)c2sc3nc(N4CCCC4)c4c(c3c2N)CC(C)(C)OC4)cc1,nt,-1,8,0.1,9,4,-8,7
O=C(N/N=C\c1ccncc1)c1ccc(Cl)s1,0.1,-4,-7,0.0,6,3,-6,nt
CN(Cc1ccc(F)cc1)C(=O)c1cccc(NS(=O)(=O)c2ccccc2)c1,-0.1,?,-4,-0.1,4,0,2,1
C[C@H]1CCCCO[C@@H](CN(C)C(=O)NC2CCCCC2)[C@@H](C)CN([C@@H](C)CO)C(=O)c2cc(NS(=O)(=O)c3cccs3)ccc2O1,-0.2,2,-2,-0.4,nt,4,-27,4
CCOc1ccc(C(=O)OCC(=O)N2CCOCC2)cc1OCC,nt,0,6,0.2,3,2,-2,-2
C[C@@H]1CCCCO[C@@H](CN(C)S(=O)(=O)c2ccc(Cl)cc2)[C@H](C)CN([C@H](C)CO)C(=O)c2cc(NS(=O)(=O)c3ccc(Cl)cc3)ccc2O1,0.1,nt,7,0.2,5,-1,nt,23
CCc1nc(Nc2cccc(OC)c2)c2oc3ccccc3c2n1,0.1,-3,10,0.1,9,1,2,-17
O=C(NCc1cc(F)cc(F)c1)[C@@H]1[C@@H](CO)[C@@H]2Cn3c(cccc3=O)[C@H]1N2,0.2,-2,6,0.3,-3,-2,-4,-11
CCc1ccc(S(=O)(=O)N2CC(=O)Nc3ccccc32)cc1,nt,0,3,nt,nt,-4,-3,9
O=C(CCn1nc(-c2ccccc2)ccc1=O)N1CCN(c2ccccc2)CC1,nt,4,8,0.4,3,2,-9,-5
Cc1ccc(C(N)=Nc2ccccc2)cc1,-0.1,-9,6,0.0,5,1,-12,-5
COc1cc(OC)cc(-c2c(C#Cc3ccsc3)c3cc(-c4cccc5[nH]ccc45)ccc3n2C)c1,0.1,-2,8,-0.3,-8,2,-24,-2
CC(C)C#Cc1ccc([C@@H]2[C@@H](CO)N3C(=O)CN(C(=O)C4CCCCC4)C[C@H]23)cc1,-0.2,0,nt,0.2,nt,nt,4,-11

# Arranged by length of the SMILES (lowest first): 5 of the compounds above
SMILES,E-selectin induc,S100A4 inh HTS,RAD54 branch,Xi reactivation,FN deposition inh,esBAF inh,RAD52 anneal inh,EWS-Fli block
Cc1ccc(C(N)=Nc2ccccc2)cc1,-0.1,-9,6,0.0,5,1,-12,-5
CCc1nc(Nc2cccc(OC)c2)c2oc3ccccc3c2n1,0.1,-3,10,0.1,9,1,2,-17
O=C(NCc1cc(F)cc(F)c1)[C@@H]1[C@@H](CO)[C@@H]2Cn3c(cccc3=O)[C@H]1N2,0.2,-2,6,0.3,-3,-2,-4,-11
C[C@H]1CCCCO[C@@H](CN(C)C(=O)NC2CCCCC2)[C@@H](C)CN([C@@H](C)CO)C(=O)c2cc(NS(=O)(=O)c3cccs3)ccc2O1,-0.2,2,-2,-0.4,nt,4,-27,4
C[C@@H]1CCCCO[C@@H](CN(C)S(=O)(=O)c2ccc(Cl)cc2)[C@H](C)CN([C@H](C)CO)C(=O)c2cc(NS(=O)(=O)c3ccc(Cl)cc3)ccc2O1,0.1,nt,7,0.2,5,-1,nt,23

# From PubChem
